TGFb inhibitor = blocks TGF-b signaling; Potency, µM (doses to about 46.1 µM), for the others: top-dose activity, negative = inhibition, usual class: inhibitors; HepG2 CAGA-GFP TGF-b/SMAD3 reporter, GFP fluorescence, 18 h; TGF-beta stimulated, 500 pg/mL final; 410,000 tested, 1.2% active; further: potency means the concentration at half of the fitted maximal effect; on the % scale 0 is the no-effect control and ±100 the full control effect; nearly all actives have a fitted effect of over 65% in size
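HEPG2 CAGA-GFP, 1000 cells/well; 2 h settle, 37 C; cpd via pin tool; TGF-b 500 pg/mL final; 18 h, 37 C; GFP imaging ex488/em500-530; %Activity normalised to -TGF-b and +DMSO controls; CRC fit, curve class.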
MCF10A rerep = induces DNA re-replication in MCF 10a normal breast cells; MCF 10A DNA re-replication, Hoechst nuclear intensity, 48 h; Potency, µM (highest dose often 46.1 µM), inactives show top-dose activity, positive = re-replication, actives largely listed as activators; 350,000 tested, 2.9% active; further: potency means the concentration at half of the fitted maximal effect; % of control where 0% means no effect; nearly all actives have a fitted effect of over 50% in size
ATXN2 expr inh = reduces ATXN2 reporter expression in HEK-293 cells; HEK-293 ATXN2-luciferase reporter, luminescence, 24 h; Potency, µM (doses to about 57 µM), without a hit: top-dose activity change, negative = inhibition, usual class: inhibitors; 360,000 tested, 0.72% active; AID 1745845; further: potency means the concentration at half of the fitted maximal effect; on the % scale 0 is the no-effect control and ±100 the full control effect; nearly all actives have a fitted effect of over 55% in size
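qHTS (up to 57 uM final) was run with 24 h compound exposure of reporter cells at 37 °C. Each well was multiplexed: SteadyGlo luminescence measured ATXN2-luciferase expression after a fluorogenic Gly-Phe-AFC viability readout (25 uM final).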
HepG2 tox = HepG2 cytotoxicity, counter-screen for TGF-b inhibitors. HepG2 CAGA-GFP viability, ATP luminescence, 18 h. Potency, µM (series often up to 46.1 µM), for the others: top-dose activity change, negative = cytotoxicity, most hits filed as cytotoxic. 410,000 tested, 0.76% active. AID 588856; further: potency means the concentration at half of the fitted maximal effect; some results filed as inactive show a strong effect at the top dose
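HepG2 CAGA-GFP cells (1000/well, DMEM with 1% FBS) received compound, then TGF-beta at 500 pg/mL final, and were incubated 18 hours at 37 degrees C. Viability was read by CellTiter-Glo luminescence. Media-only wells were set as complete cell-killing and DMSO as no toxicity.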
Nrf2 inh = Nrf2 pathway inhibition | A549 ARE-Fluc reporter, luciferase luminescence, 18-24 h | Potency, µM (series often up to 46 µM), inactives show at the top dose activity change, negative = inhibition, usual class: inhibitors | 360,000 tested, 2.1% active | AID 504444; further: potency means the concentration at half of the fitted maximal effect; on the % scale 0 is the no-effect control and ±100 the full control effect; nearly all actives have a fitted effect of over 60% in size
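Nrf2 function is reported as luminescence of an ARE-controlled luciferase in A549 cells. Compounds were tested at several concentrations, and a CellTiter-Fluor read on the same wells flagged cytotoxicity.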
IL1B secr inh = inhibitors of inflammasome signaling (IL-1 beta secretion); THP-1 LPS/ATP IL-1B secretion, AlphaLISA, 16 h; active compounds read low; activity change, % at 57.5 µM; 360,000 tested, 4.7% active; AID 743279; in the data active means activity change below about -50%; inconclusive means mostly about -30% to -49%; further: on the % scale 0 is the no-effect control and ±100 the full control effect
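THP-1 cells pretreated 1 hr with compounds (up to 57.5 uM final), then stimulated with LPS (250 ng/mL final) plus ATP (1.25 mM final); secreted IL-1B measured by AlphaLISA after 16 hr, decreased signal indicating inhibition.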
ATXN viability = viability counter-screen for ATXN expression inhibitors. S2 cells (HEK-293 line with an ATXN2-luciferase reporter) viability, CellTiter-Fluor protease fluorescence, 24 h. Potency, µM (titrated, usually from 56.7 µM), most hits filed as cytotoxic. 400,000 tested, 0.49% active. AID 651635; further: potency means the concentration at half of the fitted maximal effect; nearly all actives have a fitted effect of over 40% in size
Nrf2 ARE act = activators of Nrf2 (ARE) signaling; AREc32 ARE-luciferase reporter (MCF7-derived line), luminescence, 24 h; Potency, µM (titrated, usually from 46.1 µM), for the others: at the top dose activation, most hits filed as activators; 410,000 tested, 0.31% active; AID 624171; further: potency means the concentration at half of the fitted maximal effect; % of control where 0% means no effect; nearly all actives have a fitted effect of over 65% in size
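AREc32_Fluc, 1000 cells/well, OPTI-MEM + 5% FBS, o/n 37 deg C 5% CO2; 23 nL cpd by pin tool, 24 hr; Steady-Glo 30 min RT, luminescence.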
A549 viability = A549 cytotoxicity, counter-screen for Nrf2 inhibitors; A549 ARE-Fluc cells, CellTiter-Fluor viability, 18-24 h; Potency, µM (doses to about 46 µM), without a hit: top-dose activity change, negative = cytotoxicity, usual class: inhibitors; 390,000 tested, 0.16% active; further: potency means the concentration at half of the fitted maximal effect; on the % scale 0 is the no-effect control and ±100 the full control effect
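A549 ARE-Fluc cells in 5% FBS OPTI-MEM, 5000 cells/well, rested 2 h then exposed to compounds in concentration-response for 18-24 h at 37 °C. Viability by CellTiter-Fluor fluorescence (Ex 405/Em 525) after 30 min; luciferase luminescence (BugLite, 15 min, RT) read afterwards.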
Starred values were filed as active, the others as inactive; i = inactive; ? = inconclusive; . = not tested or not shown; [ ] = another dose, or the depositor's remark. Unless noted, the call rests on the fitted dose curve; in most records, active means well fitted curve in the direction sought with a large enough effect; inconclusive means small, poorly fitted or top-dose-only effect, or another doubt; inactive means no such curve, though single readings can be large; an effect the other way counts as inactive or inconclusive. The order is random. Share with any hit: about 8.8%.

Order of results – TGFb inhibitor, Nrf2 ARE act, MCF10A rerep, HepG2 tox, Nrf2 inh, ATXN viability, IL1B secr inh, A549 viability, ATXN2 expr inh
- CC(=O)N(C)c1ccc(N=Nc2c(C)[nH]n(-c3ccccc3)c2=O)cc1
 : ?, -0.3%, -8%, -13%, -16%, ?, 9, -12%, .
- Cc1ccc(Nc2nc(NCCO)nc3c2cnn3C)cc1Cl
 : -29%, 6.4%, 30%, -38%, -18%, ?, 9, 0%, .
- N/C(Cc1cccs1)=N\OC(=O)COc1ccc(Br)cc1Cl
 : 3%, 0.3%, 6%, -1%, ?, i, -10, 1%, 88%[activator]
- CC(C)C1CC(CCN)(Cc2ccccc2)CCO1 (stereo not given)
 : -9%, 0.0%, ?, -10%, 27%, i, -52*, 13%, -24%
- COc1ccc(Cc2nc3ccccc3n2Cc2ccccc2F)cc1
 : ?, 4.6%, ., -36%, 18µM*, ?, ., -5%, -26%
- O=c1oc2ccccc2n1Cc1ccccc1Cl
 : 3%, 3.2%, 1%, -6%, 1%, i, 14, 6%, -3%
- CCN(CC(=O)Nc1ccc(NC(C)=O)cc1)C(=O)c1ccc(COc2ccccc2)o1
 : -2%, -1.2%, 4%, -1%, ?, i, 10, -4%, .
- Cc1cccc(N(CC(=O)N2CCCCCC2)S(C)(=O)=O)c1
 : -5%, -0.1%, -1%, -7%, 6%, i, -13, 0%, .
- CS(=O)(=O)c1ccc(-c2cn3cc(C(=O)O)ccc3n2)cc1
 : 9%, -0.6%, 4%, -3%, 3%, i, 15, 5%, -24%[11.3 µM]
- O=C(N/N=C/c1ccccc1F)C(=O)N1CCCCCC1
 : 5%, 3.5%, -14%, 8%, 9%, i, 17, -18%, 1%
- COc1ccc(OCC(O)CN2CCN(Cc3ccc4c(c3)OCO4)CC2)cc1 (stereo not given)
 : 8%, 0.0%, 11%, -15%, 3%, i, 0, 1%, -1%
- Cc1ccsc1C(=O)NNC(=O)c1ccccc1F
 : ?, 2.7%, 1%, -43%, ?, i, -3, -3%, 9%
- CC1CCN(C(=S)c2ccc([N+](=O)[O-])cc2)CC1
 : -26%, 3.5%, ?, 6%, 4%, i, -4, -5%, 3%
- CC(=O)N1CC=C2C(C#N)=C(N)C(C#N)(C#N)[C@H](c3ccoc3)[C@H]2C1
 : 26%, 2.0%, 5%, -5%, -19%, i, 4, 0%, -8%
- CCN(CC)CCNC(C(=O)Nc1ccc([N+](=O)[O-])cc1Br)c1ccccc1 (stereo not given)
 : 30%, -0.7%, 1%, -3%, 5%, i, -11, -1%, -4%
- O=Cc1cccc(OCc2cccc3ccccc23)c1
 : -1%, 0.5%, 15%, -1%, 2%, i, ?, -2%, 22%
- Cc1cccc2c(=O)c(C(=O)NCc3ccc(F)cc3)c[nH]c12
 : -4%, -0.3%, ?, 6%, -23%, i, 0, -8%, -12%
- C[C@H](O)[C@@H]1C(=O)N2CCc3ccc(-c4ccccc4)cc3[C@@H]2C[C@@H]1N(C)C(=O)c1cccnc1
 : 12%, 0.1%, ., 6%, ., i, 40, ., 4%
- COc1ccc([C@@H](NC(=O)OC(C)(C)C)C(=O)OC(C)(C)C)cc1
 : 17%, -0.1%, 5%, -9%, -2%, i, -4, 1%, -4%
- O=C(NC1CCCCCC1)c1ccccc1-c1ccccc1
 : -2%, -0.5%, ?, -16%, ?, i, -24, -16%, 0%
- O=C(CSc1nnc(-c2ccco2)n1Cc1ccccc1)NC(=O)NCc1ccccc1
 : ?, -0.1%, ?, -17%, 21%, i, -23, 2%, 4%
- CCOc1ccc(C)cc1S(=O)(=O)n1nc(C)cc1C
 : 7%, 0.0%, 7%, 8%, 2%, i, 14, -6%, -1%
- COc1ccc(Nc2nc3ccccc3n3nnnc23)cc1
 : 20%, 4.7%, 9%, -16%, 6%, i, 4, 3%, 9%
- Cc1nc(-c2ccc(Cl)cc2)sc1CCNC(=O)C(=O)Nc1ccccc1C#N
 : -14%, 4.1%, ., 3%, ., i, ., -7%, 18%
- Cc1ccc(-n2c(SCC(=O)NCc3ccc(F)cc3)nc3c([nH]c4ccccc43)c2=O)cc1
 : -18%, -0.4%, ., 0%, ., i, ., -15%, 7%
- CC(C)NC(=O)c1onc(CSc2cccc(Cl)c2)c1C(=O)O
 : 10%, 0.2%, -18%, 3%, 21%, i, 26, 1%, 42%[activator]
- CN1CCc2c(sc3c2C(=O)NC(c2ccc(-c4ccc(Cl)cc4)o2)N3)C1 (stereo not given)
 : 21%, 3.4%, 23µM*, -38%, 18%, ., ., 1%, -16%
- O=C(O)CCc1ccc(-c2ccc(Cl)cc2)n1-c1cccc(C(F)(F)F)c1
 : ?, ?, ., -60%, -12%, i, ., 1%, 1%
- CC(C)c1ccc(OCC(O)Cn2cnc3ccccc32)cc1 (stereo not given)
 : ?, 6.0%, 5%, -33%, ?, i, -15, -6%, 0%
- C/C(=N\NC(=O)c1ccccc1O)c1ccc(NC(=O)c2ccccc2)cc1
 : -9%, 0.4%, -1%, -1%, 11%, i, -29, -10%, 6%
- CCn1c(C)nc2cc(C(N)=O)ccc21
 : -1%, 0.2%, -1%, -1%, 8%, i, -17, -1%, .
- CCOc1ccc(NC(=O)C2C3CCC4C(CCC32)C4(Cl)Cl)cc1 (stereo not given)
 : 12%, 0.0%, ?, -8%, 14%, ?, -1, 15%, .
- O=C(Cn1c(SCC(=O)N2CCc3ccccc32)nc2ccccc21)NC1CCCC1
 : ?, -0.5%, 2%, 7%, 14%, i, 39, 3%, 8%
- COCCNC(=O)c1ccc(-n2c(SCc3cccnc3)nc3ccccc3c2=O)cc1
 : -5%, -0.2%, 28%, -5%, 12%, i, -25, -1%, -20%
- Cc1cc(C=NCCO)c(C)n1-c1cc(Cl)ccc1Cl
 : ?, 2.2%, 1%, -17%, 1%, i, -7, -4%, 11%
- COC(=O)C1C(=O)/C(=C(/C)N2CCCC2)C(=O)CC1(C)C (stereo not given)
 : -4%, 2.8%, 13%, -9%, -14%, i, 11, -6%, 4%
- CCOc1ccccc1NC(C)C(=O)NC(=O)NC1CCCCC1 (stereo not given)
 : 20%, -0.2%, 12%, 4%, 7%, i, 39, 6%, -7%
- CCN1CCN(CC(=O)N2CCCC(C(=O)c3ccc(Oc4ccccc4)cc3)C2)CC1 (stereo not given)
 : 13%, -0.7%, 5%, 2%, 7%, ?, -14, -1%, .
- CCCC1=NN2C(=N)/C(=C\c3cc(C)n(-c4cccc(C)c4)c3C)C(=O)N=C2S1
 : -4%, 0.6%, ?, 3.5µM*, 3%, i, -17, 0%, 9%
- O=C(CN1CCN(S(=O)(=O)c2ccc(F)cc2)CC1)NC1CC1
 : 2%, -0.2%, 0%, 4%, -1%, i, 23, 0%, 13%
- Cc1cc(C)c2nc(NC(=O)[C@@H](NC(=O)c3cccc(S(=O)(=O)N4CCOCC4)c3)C(C)C)sc2c1
 : ?, -0.2%, 1%, -21%, ?, i, -8, -11%, -11%
- COc1cc(C2c3[nH]c4ccccc4c3C[C@H]3C(=O)N(C4CC4)CC(=O)N23)ccc1OC(C)C (stereo not given in full)
 : 7%, 7.1%, 10%, 3%, -14%, i, ?, -25%, -16%
- O=C(c1ccccc1)N1N=C(C(F)(F)F)CC1(O)c1ccccc1 (stereo not given)
 : -14%, 3.5%, 10%, -13%, -5%, i, 27, 16%, .
- Cc1c(-n2c(SCC(=O)C(C)(C)C)nc3ccccc3c2=O)c(=O)n(-c2ccccc2)n1C
 : 23%, -0.2%, 1%, 4%, -10%, ?, -11, -18%, ?
- CCCc1cc(=O)[nH]c(SCC(=O)N2CCC(C(=O)OCC)CC2)n1
 : 14%, -0.4%, 0%, -17%, 0%, i, 22, -3%, 7%
- O=C(c1cc(-c2ccc(Cl)s2)nc2ccccc12)N1CCCC1
 : -6%, -0.2%, ?, -12%, -14%, i, -23, 0%, 2%
- Cc1ccccc1CNC(=O)C1CCN(c2nn3cc(-c4ccc(F)cc4)nc3s2)CC1
 : -25%, 1.1%, ., -19%, ?, ., ., 0%, .
- CCc1nc(SCC(=O)Nc2nnc(C(C)C)s2)n[nH]1
 : 0%, -0.2%, -11%, 1%, 0%, i, 12, 0%, 35%
- COc1ccc(N2C(=O)C(Cl)=C(Nc3ccccc3O)C2=O)cc1
 : ?, ?, -6%, -20%, -10%, i, 10, -18%, 10%
- CCOc1cc(/C=N/NC(=O)C(=O)NCc2cccnc2)ccc1O
 : 4%, -0.5%, 3%, -3%, -16%, i, 6, 2%, -18%

Additional compounds follow:
Order of results – TGFb inhibitor, Nrf2 ARE act, MCF10A rerep, HepG2 tox, Nrf2 inh, ATXN viability, IL1B secr inh, A549 viability, ATXN2 expr inh
- O=C(CSc1nnc(-c2cccc(Br)c2)o1)N1CCNC1=O
 : 0%, ?, -1%, -31%, ?, ., 0, -1%, .
- COc1ccccc1C(=O)NNC(=O)c1ccc(NC(=O)C(C)C)cc1
 : 0%, 3.7%, -4%, 15%, 6%, i, 30, 0%, -18%
- CC(C)CN(C(=O)CN(C)CC(=O)Nc1ccc(Cl)c(C(F)(F)F)c1)c1c(N)n(CC(C)C)c(=O)[nH]c1=O
 : -3%, -0.5%, ?, -8%, ?, i, -66*, -16%, -15%
- O=C(Nc1nc(-c2cccnc2)cs1)c1cccc([N+](=O)[O-])c1
 : 2%, 2.6%, -4%, -20%, ?, i, -8, 2%, -3%
- O=C1CC(c2ccccc2)n2nc(NC(=O)c3cccs3)nc2N1 (stereo not given)
 : 3%, 2.1%, 13%, -2%, 7%, i, 4, -11%, -2%
- COCCn1c(C)cc(C(=O)COC(=O)c2c(C)nn(Cc3ccccc3)c2C)c1C
 : 3%, 2.4%, 3%, -11%, ?, i, -16, -5%, -15%
- C=CCN(C(=O)CC(NC(C)=O)c1ccccc1)c1nc(-c2ccc(S(C)(=O)=O)cc2)cs1 (stereo not given)
 : -2%, 6.6%, 4%, -52%, ?, i, -16, -16%, 8%

High-throughput results (PubChem)
